ZTA counter – counter-screen for EBNA-1 inhibitors: inhibitors of Epstein-Barr virus ZTA | P03206 | ZTA-DNA binding, fluorescence polarization | inhibition, % at 11 µM | actives 0.15% (n = 320,000); in the data active means inhibition above about 33%
Target sequence (P03206 whole entry, looked up): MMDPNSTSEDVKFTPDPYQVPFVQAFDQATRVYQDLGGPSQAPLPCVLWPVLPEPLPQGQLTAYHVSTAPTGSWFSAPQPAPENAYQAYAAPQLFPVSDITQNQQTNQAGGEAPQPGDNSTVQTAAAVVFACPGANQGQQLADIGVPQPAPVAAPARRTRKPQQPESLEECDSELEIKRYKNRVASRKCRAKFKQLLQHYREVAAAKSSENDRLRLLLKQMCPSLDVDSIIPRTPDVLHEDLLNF
TPT1 inh – inhibitors of Candida albicans tRNA 2'-phosphotransferase TPT1. recombinant caTPT1, FP RNA substrate dephosphorylation. inhibition, % at 5 µM. actives 0.81% (n = 300,000);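 active means inhibition above the mean of all tested compounds plus 3 SD, set per screening campaign, cut at about 24% in these data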;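 further: plate controls were DMSO alone for no effect and ferristatin control at 100 nM for full effect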
EBNA-1 inh – blocks EBNA-1 binding to DNA | EBNA-1 DNA binding, fluorescence polarization | inhibition, % at 14.8 µM | actives 0.34% (n = 300,000) | AID 1950; in the data active means inhibition above about 28%
HCV core dimer – HCV core protein dimerization inhibition. TR-FRET GST/Flag-core106 dimerization, 1536-well. inhibition, % at 5 µM. actives 0.33% (n = 300,000). AID 1899;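 active means inhibition above the mean of all tested compounds plus 3 SD, set per screening campaign, cut at about 45% in these data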
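System: GST-tagged and Flag-tagged HCV core protein residues 1-106 / Input: core106 proteins, GST 13.5 nM and Flag 17 nM / Buffer or medium: KF-containing HEPES buffer, pH 7.45, DTT, CHAPS, BSA / Probe or stimulus: Eu-anti-GST and XL665-anti-Flag labelled anti-tag antibodies / Schedule: 4 h, 22.5 °C incubation / Technique: TR-FRET 671 and 617 nm emission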
PP1 inh – PP1-alpha (human) inhibition in PP5 counter-screen | P62136 | purified PP1alpha, OMFP fluorescence | inhibition, % at 6.7 µM | actives 0.9% (n = 320,000);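 active means inhibition above the mean inhibition of all tested compounds plus 3 SD, computed separately for each screening campaign, cut at about 15% in these data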
Target sequence (P62136 whole entry, looked up): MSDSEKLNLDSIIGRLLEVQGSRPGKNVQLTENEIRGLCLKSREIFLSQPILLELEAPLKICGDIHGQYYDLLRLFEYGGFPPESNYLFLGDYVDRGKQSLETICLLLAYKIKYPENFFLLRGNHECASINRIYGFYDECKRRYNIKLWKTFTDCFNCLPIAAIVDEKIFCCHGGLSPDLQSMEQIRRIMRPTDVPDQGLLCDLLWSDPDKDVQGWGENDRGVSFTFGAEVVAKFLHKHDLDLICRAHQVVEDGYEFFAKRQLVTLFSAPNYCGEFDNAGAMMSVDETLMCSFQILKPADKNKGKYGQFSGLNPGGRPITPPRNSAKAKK
PP5 inh – PP5 (human) phosphatase inhibition. purified PP5c, OMFP substrate fluorescence. inhibition, % at 6.7 µM. P53041. actives 0.18% (n = 320,000);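 active means inhibition above the campaign's mean inhibition across all tested compounds plus 3 SD, cut at about 9.5% in these data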;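 further: 0% = DMSO only and 100% = 100 µM cantharidin control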
Target sequence (P53041 whole entry, looked up): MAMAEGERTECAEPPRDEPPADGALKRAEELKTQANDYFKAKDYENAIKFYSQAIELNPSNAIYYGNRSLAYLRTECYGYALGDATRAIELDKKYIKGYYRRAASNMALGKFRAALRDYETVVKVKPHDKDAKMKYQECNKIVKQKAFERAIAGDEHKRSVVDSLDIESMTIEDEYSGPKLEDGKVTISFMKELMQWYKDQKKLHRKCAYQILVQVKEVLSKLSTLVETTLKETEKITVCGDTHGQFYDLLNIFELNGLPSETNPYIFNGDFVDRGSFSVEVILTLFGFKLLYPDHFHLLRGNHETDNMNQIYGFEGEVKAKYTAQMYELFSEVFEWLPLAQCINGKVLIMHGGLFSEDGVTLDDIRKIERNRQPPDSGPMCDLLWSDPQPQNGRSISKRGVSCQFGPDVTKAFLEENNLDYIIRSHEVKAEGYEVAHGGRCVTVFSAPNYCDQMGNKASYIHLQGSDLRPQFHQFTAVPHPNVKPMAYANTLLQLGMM
Fh CTSL1 inh – blocks F. hepatica cathepsin L1 in PFM18AAP counter-screen. recombinant F. hepatica cathepsin L1, Z-Leu-Arg-MCA fluorescence. inhibition, % at 5.96 µM. actives 0.49% (n = 300,000);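 active means inhibition above the mean of all tested compounds plus 3 SD, set per screening campaign, cut at about 17% in these data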;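 further: 0% = plate median of test compound wells and 100% = 1 µM Z-Phe-Ala-diazomethylketone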
Yeast superoxide – caloric restriction mimetics inhibiting age-related superoxide in yeast; S. cerevisiae aged cells, superoxide DHE fluorescence; active compounds read low; superoxide response (% of plate mean), % at 10 µM; actives 0.18% (n = 330,000); AID 2690;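 active means superoxide response under a set limit, about three screen SD below normal, cut at about 65% in these data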;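 further: yeast aged for seven days with compound at 30 °C before DHE staining; 100% = average MFI of all compound-treated wells on the plate with controls excluded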
GASC-1 inh – inhibitors of human GASC-1 (JMJD2C) demethylase; Q9H3R0; actives 0.069% (n = 330,000); inhibition, % at 2.35 µM; AID 2099; GST-JMJD2C(1-420) H3K9me3 demethylation, DELFIA europium;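 active means more than half of a compound's replicate wells show inhibition beyond 50%, single wells judged on their own value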;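 further: signal counts dimethyl H3K9 product captured on neutravidin plate; 0% = median of DMSO wells and 100% = 0.3 times that DMSO median; strong numbers were not always called active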
An asterisk follows results filed as active; nt = not tested or not shown.

SMILES	ZTA counter	TPT1 inh	EBNA-1 inh	HCV core dimer	PP1 inh	PP5 inh	Fh CTSL1 inh	Yeast superoxide	GASC-1 inh
COc1ccc(CNc2ncc(-c3ccccc3)n2C)c2ccccc12	4.4	0.8	-7.0	-2.0	4.1	4.1	-5.1	106.3	4.8
O=C(Nc1ccccc1F)Nc1cc(S(=O)(=O)N2CCOCC2)ccc1N1CCCC1	18.5	-4.5	5.6	-0.1	-0.9	0.6	-2.1	91.4	-11.1
CCC(=O)N(Cc1cc2ccc(C)cc2[nH]c1=O)c1ccccc1OC	7.9	4.1	2.0	8.6	-2.4	4.0	-0.3	103.5	-4.2
COC(=O)c1ccccc1NC(=O)CSc1nc2c(c(=O)[nH]1)CCC2	1.8	-1.2	-3.6	9.9	-3.6	2.4	-0.5	102.2	28.3
CCOc1ccc2[nH]c(=O)c(CN(CCCO)C(C)=O)cc2c1	6.9	-0.8	9.2	-1.6	0.0	-0.3	0.9	97.5	1.0
CC(C)c1ccccc1NC(=O)COC(=O)CCN1C(=O)/C(=C\C=C\c2ccccc2)SC1=S	8.8	16.7	-8.0	42.7	5.4	1.4	-0.2	108.5	6.4
CCC1SC2=NC(C)=C(C(=O)OCC(C)C)C(/C=C/c3ccccc3OC)N2C1=O (configuration not stated)	12.1	-1.3	-3.7	2.0	2.4	1.6	-2.1	96.9	-2.6
Cc1ccc2cc(C)c(SCC(=O)NCC3CCCO3)nc2c1 (configuration not stated)	-1.5	0.8	2.6	-12.7	1.6	2.2	5.4	104.7	-9.6
Cc1cccc2cc(CN(Cc3cccs3)S(=O)(=O)c3ccc4c(c3)OCCO4)c(=O)[nH]c12	13.7	-5.8	-8.8	2.6	2.5	0.6	-0.4	96.3	9.8
CCC(C)N(C(=O)CSc1nnc(NC(C)C)s1)C1CCS(=O)(=O)C1 (configuration not stated)	-3.0	-0.4	-2.8	-7.1	-3.4	0.9	1.4	93.9	4.7
O=C1CSC(c2ccccn2)N1c1ccccc1F (configuration not stated)	3.4	1.1	7.2	1.6	-3.9	-2.9	-4.3	99.8	2.1
CCOC(=O)C1CCN(C(=O)Cn2c(=O)c3cccn3c3cccnc32)CC1	2.0	-1.8	12.2	5.4	-1.9	-1.5	2.5	114.6	15.8
O=C(CCN1CCCCCC1)Nc1cccc(F)c1	8.8	-0.1	1.9	1.2	-2.2	0.7	1.0	94.3	-2.7
COC(=O)Cc1[nH]c(=O)[nH]c1C(=O)OC	-33.0	0.0	-17.7	-1.9	0.8	1.7	3.2	134.8	-17.2
O=C(CNC(=O)c1ccc(Br)o1)NCc1ccc(F)cc1	-1.6	2.8	1.9	-0.3	-2.3	0.6	-2.2	94.4	15.5
CCOc1ccc(C(=O)NC2CCN(S(=O)(=O)c3ccccc3)CC2)cc1	6.5	3.2	-6.7	1.7	-5.9	1.7	0.0	110.0	-8.7
COc1cccc(-c2cccc(NC(=O)C3CCN(C4CCC4)CC3)c2)c1	-4.4	-0.5	3.7	-4.5	-3.8	0.4	-2.1	96.5	6.4
Cc1ccc(CNC(=O)CCCN2C(=S)NC(C)(C)CC2C)cc1 (configuration not stated)	-16.0	-1.2	-10.1	-2.2	1.4	0.5	-1.9	102.3	2.8
O=C(O)CCCn1cc(NC(=O)COc2ccccc2[N+](=O)[O-])cn1	-1.6	-4.2	2.3	-6.3	-0.7	-2.2	2.2	98.3	-24.9
Cc1ccccc1NC(=O)c1cccc(NC(=O)c2c(C(=O)O)cccc2[N+](=O)[O-])c1	-7.8	-4.1	2.0	1.9	-2.5	-1.4	-1.9	97.8	7.6
O=C(Nc1cccc(Cl)c1Cl)c1ccccc1OCC(=O)N1CCOCC1	-10.2	3.3	-3.4	-7.7	1.3	3.9	-2.7	99.7	3.6
O=C(CCNC(=O)c1ccc(Br)cc1)NCc1ccco1	-6.2	3.4	-11.4	-0.2	-6.3	-1.0	1.4	106.1	4.7
CC1CCN(C(=O)COC(=O)c2ccc3c(c2)OCO3)CC1	-2.4	2.8	-16.5	-1.5	-0.7	2.0	-6.0	106.1	-2.7
CC1CC(=O)N(CC(=O)NCc2ccccc2)c2ccccc2S1(=O)=O (configuration not stated)	11.9	1.0	-10.6	4.7	-1.3	3.0	-2.1	97.2	5.0
Cn1cc(S(=O)(=O)N2CCC(Cc3ccccc3)CC2)c(=O)n(C)c1=O	6.3	-3.1	4.4	-10.0	-5.1	-1.9	-2.7	87.0	-4.6
CCCCOc1ccc(C(=O)NCCc2cccs2)cc1	-6.7	-0.5	3.0	3.9	-0.4	1.9	-2.5	97.7	8.7
Cc1[nH]c2ccccc2c1SCC(=O)N1CCN(c2ccccc2)CC1	17.8	-0.6	9.9	-8.1	-1.2	2.5	0.2	101.2	-4.8
CCOC(=O)c1sc(Nc2nc(C)cc(OC)n2)nc1C	-2.9	0.5	10.1	2.8	1.2	0.8	5.3	101.0	-15.0
O=C(O)[C@H](Cc1ccccc1)NC(=O)N1CCN(c2ccccc2)CC1	-9.9	-4.9	-5.8	-1.2	-1.6	0.9	17.2*	108.2	2.2
CCN(C(=O)CSc1nc2cc(S(=O)(=O)N(CC)CC)ccc2n1CC)C1CCS(=O)(=O)C1 (configuration not stated)	10.4	2.5	7.6	3.2	-5.9	-4.7	0.9	95.8	4.3
CCN(CC)c1ccc2cc(C=O)c(=O)oc2c1	-1.4	120.7*	-11.5	0.1	-7.5	2.2	12.9	103.6	-3.8
Cc1ccc(CS(=O)(=O)c2ncc(Cl)c(C(=O)Nc3ccc(OC(F)F)cc3)n2)cc1	12.1	-0.3	0.9	-3.1	3.5	-0.6	-0.7	79.2	-21.5
O=C(c1cccs1)N1CCCC(c2ccccc2)C1 (configuration not stated)	-3.4	-1.7	-1.6	-6.7	0.9	1.6	0.1	107.5	-4.6
O=C(NN1C(=O)C2C3C=CC(O3)C2C1=O)c1cccc(O)c1 (configuration not stated)	8.1	-0.9	-4.4	5.9	-1.8	-1.7	1.6	106.6	2.9
Cc1cccc(C(C)C)c1NC(=O)CSc1nncn1C	10.2	-3.2	3.2	0.5	-3.1	-1.3	-0.6	90.7	-10.3
C=CCSc1nc(Cc2ccc(Cl)cc2)nc2ccccc12	-2.2	-1.2	4.4	5.1	-1.7	-0.3	2.5	94.6	-13.3
O=C(CCSc1nnc(-c2ccccc2)o1)N1CCOCC1	-7.3	-0.4	1.4	-3.3	-1.2	-0.6	-5.9	105.8	-139.1
COc1ccc(NC(=O)Nc2ccc(Br)cn2)cc1OC	-0.5	-2.1	0.8	-7.9	0.1	1.6	1.9	95.2	-6.6
CNC(=S)N/N=C1\C(=O)c2cccc3cccc1c23	9.0	-1.6	-2.8	-18.4	1.8	0.4	-1.1	88.0	25.8
O=C(c1ccc2c(c1)OCO2)N1CCc2ccccc21	-2.2	0.5	1.4	-14.4	0.9	1.7	2.5	108.6	-23.7
COc1ccc(/C=C(\C#N)C(=O)OC2CCOC2=O)cc1 (configuration not stated)	3.1	3.5	7.2	2.3	-2.8	-3.4	-1.1	118.0	13.7
CCCS(=O)(=O)c1nc(S(=O)(=O)c2ccc(Cl)cc2)c(N2CCC(O)CC2)s1	-4.6	-1.6	-8.4	-4.2	0.5	0.9	-1.7	117.1	11.3
O=C1/C(=C/c2ccc(O)cc2)SC(=S)N1Cc1cccnc1	77.1*	19.4	-10.7	7.1	-8.6	0.7	-1.0	92.8	2.3
Cc1cccc(-c2nnc3sc(-c4ccccc4C)nn23)c1	-11.0	-0.1	-0.5	14.3	13.4	5.0	0.4	146.5	-8.8
O=C(CN1C(=O)/C(=C\c2ccccc2Cl)Sc2ccccc21)NCCCN1CCOCC1	-4.7	-2.9	-21.3	-6.8	1.4	2.4	5.4	84.0	24.4
O=C(CSc1nnc(-c2ccncc2)o1)NC1C2CC3CC(C2)CC1C3 (configuration not stated)	-12.9	-1.7	3.7	-7.1	2.7	1.4	-2.0	96.6	-2.0
CN(C)/N=C/c1cc(Cl)cc([N+](=O)[O-])c1O	-6.0	1.6	-1.9	-20.6	-2.1	0.5	4.8	105.9	-4.0
Cc1cccc(-n2ccnc2SCC(=O)c2c(N)n(C3CC3)c(=O)[nH]c2=O)c1C	6.2	nt	nt	nt	-5.2	1.7	nt	152.5	-7.1
CCCCCn1c(SC(C)C(C)=O)nc2c1c(=O)[nH]c(=O)n2C (configuration not stated)	8.9	-1.0	2.4	1.7	1.5	1.0	-5.7	97.8	2.1
COc1cccc(Nc2nc(N)c([N+](=O)[O-])c(NCc3ccccc3)n2)c1	7.7	-3.3	9.2	-0.6	3.8	3.5	2.1	85.9	-6.6
Continued:
SMILES	ZTA counter	TPT1 inh	EBNA-1 inh	HCV core dimer	PP1 inh	PP5 inh	Fh CTSL1 inh	Yeast superoxide	GASC-1 inh
Cc1ccc(CN2C(=O)CCC2C(=O)NCc2cccnc2)cc1 (configuration not stated)	-6.2	5.4	-7.1	-4.8	4.0	4.3	2.3	114.9	-2.1
COc1ccc(Nc2nc3ccccc3c(=O)[nH]2)cc1	-21.3	-6.4	-10.0	-1.5	3.1	-3.6	1.8	94.2	11.4
CCOC(=O)C1CCN(C(=O)c2c(C)oc3c2C(=O)c2ccccc2C3=O)CC1	-0.6	-2.4	-1.1	1.1	-1.6	1.6	16.5	123.2	8.2
CCOc1ncccc1C(=O)OCC(=O)Nc1c(C)cc(C)cc1C	15.3	-0.9	-4.1	-2.8	-0.8	-0.9	-4.9	91.0	25.1
CCOC(=O)c1ccc(NC(=O)CSc2nnc(-c3cccs3)n2C)cc1	-6.5	0.8	-1.7	2.0	-3.5	-0.7	-1.4	106.6	-1.6
N/C(=N\O)c1ccc(N2CCN(c3ncccc3C(F)(F)F)CC2)nc1	1.2	-5.1	-0.2	-5.0	-0.5	-1.8	1.7	77.8	0.7
CCOc1ccc(CCNC(=O)CSc2cc(=O)n(C)c3ccccc23)cc1OCC	-6.8	-2.5	7.4	-3.7	-2.7	1.8	5.6	98.8	-0.4
CC(CN1CCCCC1)OC(=O)COc1ccc(Br)cc1 (configuration not stated)	-10.6	-2.0	-4.9	-2.3	-2.7	2.5	-3.5	97.8	-24.7
O=[N+]([O-])c1cccnc1NCCc1c[nH]c2ccccc12	15.8	-0.1	-6.4	8.1	-1.2	-1.2	0.9	115.2	-21.1
CCc1ccc(NC(=O)COC(=O)CCCC2=NS(=O)(=O)c3ccccc3N2)cc1	11.5	-1.9	-0.7	1.0	-1.6	1.8	0.1	102.9	-4.2
CCn1c(=O)c(-c2cc(=O)[nH][nH]2)c(O)c2ccccc21	-9.6	-2.5	0.3	-12.0	2.0	2.0	-6.0	80.8	-1.3
COc1ccc(C(=O)OCCNC(=O)c2c(Cl)nc3ccccn23)cc1	11.6	-5.1	5.4	-2.1	-0.4	-1.0	1.5	100.6	2.0
NC(=O)c1ccc(-c2noc(-c3ccccc3F)n2)cc1	-4.8	nt	nt	nt	1.4	-1.3	nt	79.4	7.3

Three entries from above, comma-delimited:
compound,ZTA counter,TPT1 inh,EBNA-1 inh,HCV core dimer,PP1 inh,PP5 inh,Fh CTSL1 inh,Yeast superoxide,GASC-1 inh
Cc1ccc(CN2C(=O)CCC2C(=O)NCc2cccnc2)cc1 (configuration not stated),-6.2,5.4,-7.1,-4.8,4.0,4.3,2.3,114.9,-2.1
COc1ccc(Nc2nc3ccccc3c(=O)[nH]2)cc1,-21.3,-6.4,-10.0,-1.5,3.1,-3.6,1.8,94.2,11.4
CCOC(=O)C1CCN(C(=O)c2c(C)oc3c2C(=O)c2ccccc2C3=O)CC1,-0.6,-2.4,-1.1,1.1,-1.6,1.6,16.5,123.2,8.2

Screening results from PubChem BioAssay.
